TGFb SMAD3 inh = TGF-b pathway inhibition. HepG2 CAGA-GFP TGF-b/SMAD3 reporter, GFP fluorescence, 18 h; TGF-beta stimulated, 500 pg/mL final. Potency, µM (series often up to 46.1 µM), for the others: at the highest dose activity, negative = inhibition, hits mostly inhibitors. 1.2% of 410,000 active. AID 588855; also: % is scaled to controls: 0 for no effect and ±100 for the full control effect; nearly all actives have a fitted effect of over 65% in size
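GFP signal (ex488/em500-530) from TGF-beta-stimulated HEPG2 CAGA-GFP cells, 500 pg/mL final, 18 h at 37 degrees C in DMEM plus 1% FBS, normalized to unstimulated and DMSO-stimulated controls.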
Nrf2 activator = Nrf2 pathway activation. AREc32 ARE-luciferase reporter (MCF7-derived line), luminescence, 24 h. Potency, µM (top dose mostly 46.1 µM), for inactives: at the top dose activation, usual class: activators. 0.31% of 410,000 active. AID 624171; also: % of control where 0% means no effect; nearly all actives have a fitted effect of over 65% in size
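AREc32 cells carrying an ARE-driven firefly luciferase, 1000 cells/well in OPTI-MEM with 5% FBS, dosed after overnight attachment and incubated 24 hr at 37 deg C. Steady-Glo luminescence read after 30 min at RT.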
MCF10A rereplic = induces DNA re-replication in MCF 10a normal breast cells | MCF 10A DNA re-replication, Hoechst nuclear intensity, 48 h | Potency, µM (highest dose often 46.1 µM), for inactives: at the top dose activity, positive = re-replication, most hits filed as activators | 2.9% of 350,000 active | AID 624296; also: % of control where 0% means no effect; nearly all actives have a fitted effect of over 50% in size
S2 tox = cell viability loss in ATXN counter-screen; S2 cells (HEK-293 line with an ATXN2-luciferase reporter) viability, CellTiter-Fluor protease fluorescence, 24 h; Potency, µM (titrated, usually from 56.7 µM), actives largely listed as cytotoxic; 0.49% of 400,000 active; also: nearly all actives have a fitted effect of over 40% in size
EPAC2 antagonist = EPAC2 (human) antagonism. Q8WZA2. EPAC2 GEF exchange of Rap1B-BODIPY-GDP, fluorescence. Potency, µM (top dose mostly 114 µM), without a hit: top-dose activity, negative = inhibition, usual class: inhibitors. 0.18% of 360,000 active. AID 720708; also: % is scaled to controls: 0 for no effect and ±100 for the full control effect; nearly all actives have a fitted effect of over 45% in size; many of its hits are not listed in these tables
Target sequence (Q8WZA2 whole entry, looked up): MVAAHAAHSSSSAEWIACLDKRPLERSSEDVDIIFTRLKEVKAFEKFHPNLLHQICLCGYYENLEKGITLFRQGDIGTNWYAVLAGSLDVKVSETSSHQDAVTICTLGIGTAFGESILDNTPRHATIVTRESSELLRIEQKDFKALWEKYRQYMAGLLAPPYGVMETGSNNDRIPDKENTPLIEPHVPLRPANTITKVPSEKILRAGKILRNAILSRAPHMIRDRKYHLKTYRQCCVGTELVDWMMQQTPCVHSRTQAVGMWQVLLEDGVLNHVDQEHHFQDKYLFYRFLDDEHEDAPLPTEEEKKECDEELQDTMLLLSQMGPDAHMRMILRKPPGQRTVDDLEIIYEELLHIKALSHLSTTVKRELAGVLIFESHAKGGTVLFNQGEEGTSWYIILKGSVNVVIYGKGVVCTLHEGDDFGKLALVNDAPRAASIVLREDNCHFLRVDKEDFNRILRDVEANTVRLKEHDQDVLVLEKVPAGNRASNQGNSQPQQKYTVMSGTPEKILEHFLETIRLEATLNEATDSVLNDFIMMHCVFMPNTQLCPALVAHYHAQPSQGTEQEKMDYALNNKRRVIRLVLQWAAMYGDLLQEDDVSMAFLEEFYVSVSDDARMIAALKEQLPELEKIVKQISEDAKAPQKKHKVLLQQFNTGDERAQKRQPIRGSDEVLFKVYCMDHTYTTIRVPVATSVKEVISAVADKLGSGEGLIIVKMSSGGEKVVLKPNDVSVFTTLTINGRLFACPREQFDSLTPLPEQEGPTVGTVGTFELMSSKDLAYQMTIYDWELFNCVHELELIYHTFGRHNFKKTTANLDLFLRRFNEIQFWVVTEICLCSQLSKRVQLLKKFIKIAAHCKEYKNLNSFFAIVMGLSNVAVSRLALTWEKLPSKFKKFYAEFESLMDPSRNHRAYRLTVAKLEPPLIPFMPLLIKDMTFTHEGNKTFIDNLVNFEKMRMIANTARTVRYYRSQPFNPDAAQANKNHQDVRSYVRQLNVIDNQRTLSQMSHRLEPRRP
HepG2 tox = kills HepG2 cells in TGF-b inhibitor counter-screen; Potency, µM (titrated, usually from 46.1 µM), for inactives: top-dose activity change, negative = cytotoxicity, most hits filed as cytotoxic; 0.76% of 410,000 active; HepG2 CAGA-GFP viability, ATP luminescence, 18 h; AID 588856; also: some results filed as inactive show a strong effect at the top dose
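CellTiter-Glo luminescence gave cytotoxicity after 18 hours at 37 degrees C. The cells were HepG2 CAGA-GFP in 1% FBS DMEM, stimulated with 500 pg/mL TGF-beta after compound addition. %Activity was normalised to no-cell wells (complete cell-killing) and DMSO (no toxicity), and curves were fitted and classified.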
A549 viability = A549 cytotoxicity, counter-screen for Nrf2 inhibitors; A549 ARE-Fluc cells, CellTiter-Fluor viability, 18-24 h; Potency, µM (highest dose often 46 µM), for inactives: top-dose activity change, negative = cytotoxicity, hits mostly inhibitors; 0.16% of 390,000 active; AID 504648; also: % is scaled to controls: 0 for no effect and ±100 for the full control effect
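A549 ARE-Fluc cells in 5% FBS OPTI-MEM, 5000 cells/well, rested 2 h then exposed to compounds in concentration-response for 18-24 h at 37 °C. Viability by CellTiter-Fluor fluorescence (Ex 405/Em 525) after 30 min; luciferase luminescence (BugLite, 15 min, RT) read afterwards.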
Nrf2 inh = inhibitors of Nrf2 signaling | A549 ARE-Fluc reporter, luciferase luminescence, 18-24 h | Potency, µM (doses to about 46 µM), inactives show top-dose activity change, negative = inhibition, hits mostly inhibitors | 2.1% of 360,000 active | AID 504444; also: % is scaled to controls: 0 for no effect and ±100 for the full control effect; nearly all actives have a fitted effect of over 60% in size
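Reporter: ARE-Fluc in A549. Exposure: 18-24 h, 37 °C, 5% CO2, 5% FBS OPTI-MEM. Readouts: fluorescent cytotoxicity (CellTiter-Fluor), then luminescent Nrf2 signal after BugLite.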
ATXN2 expr inh = ATXN2 expression inhibition; AID 1745845; HEK-293 ATXN2-luciferase reporter, luminescence, 24 h; Potency, µM (top dose mostly 57 µM), for the others: at the top dose activity change, negative = inhibition, hits mostly inhibitors; 0.72% of 360,000 active; also: % is scaled to controls: 0 for no effect and ±100 for the full control effect; nearly all actives have a fitted effect of over 55% in size
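qHTS (up to 57 uM final) was run with 24 h compound exposure of reporter cells at 37 °C. Each well was multiplexed: SteadyGlo luminescence measured ATXN2-luciferase expression after a fluorogenic Gly-Phe-AFC viability readout (25 uM final).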
Active calls of the source: *; i = inactive; ? = inconclusive; nt = not tested or not shown; [ ] = dose if it differs, or a comment. Calls follow the shape of the dose curve; as a rule, active = well fitted curve in the direction sought with a large enough effect; inconclusive = small, poorly fitted or top-dose-only effect, or another doubt; inactive = no such curve, though single readings can be large; an effect the other way counts as inactive or inconclusive. Potency is read from the fitted curve at half-maximal effect. Some of the compounds tested, so the mix of outcomes need not match the whole.

SMILES	TGFb SMAD3 inh	Nrf2 activator	MCF10A rereplic	S2 tox	EPAC2 antagonist	HepG2 tox	A549 viability	Nrf2 inh	ATXN2 expr inh
COc1cc(CN2CCCC(C(=O)c3ccc(C(C)(C)C)cc3)C2)cc(OC)c1O (configuration not stated)	0%	2.4%	26%	i	-25%	-29%	?	-14%	4%
CC1CC(C)CN(S(=O)(=O)c2ccc(Oc3ccc([N+](=O)[O-])cc3)cc2)C1 (configuration not stated)	?	-0.1%	?	i	-3%	-9%	12%	23µM*	-33%
CCNC(=O)N(CCOC)CC1CCCN(C2Cc3ccccc3C2)C1 (configuration not stated)	1%	-0.4%	2%	i	0%	0%	-1%	9%	5%
Cc1nc2ccccc2c(=O)n1NC(=O)c1ccc([N+](=O)[O-])cc1	5%	-0.5%	3%	i	1%	1%	1%	-8%	?
CCOC(=O)Cc1ccc(NC(=O)N(Cc2ccc(OC)cc2)C2CCN(C(C)=O)CC2)cc1	?	-1.0%	nt	i	nt	7%	-5%	33%	0%
O=C(NCc1cccc(OC(F)(F)F)c1)c1cccc2c1C(=O)c1ccc(-c3ccc(F)cc3OCc3ccccc3)cc1S2(=O)=O	-16%	-0.2%	46%	i	9%	-20%	2%	2%	0%
O=C(COC(=O)/C=C/c1cccc(F)c1)NC1CCCCCC1	?	3.3%	-1%	i	6%	-5%	-3%	10%	-8%
Cc1ccc(NC(=O)/C(Cl)=C/c2ccccc2)cc1C	10%	21%	9%	i	-14%	-7%	1%	?	108%[activator]
CCc1ccc(NC(=S)Nc2ccc3cn[nH]c3c2)cc1	-20%	-0.6%	2%	i	2%	-29%	-1%	13%	1%
O=C(Nc1ccccc1)c1cc(S(=O)(=O)N2CCOCC2)cs1	-9%	-0.6%	0%	i	-3%	0%	-5%	?	1%
CCC1CCc2nc3sc(C(=O)Nc4cccc(F)c4)c(N)c3cc2C1 (configuration not stated)	17%	-1.1%	nt	i	nt	12%	1%	14%	-3%
CCOc1cccc2sc(N3CCN(C(=O)C(C)(C)C)CC3)nc12	-27%	0.5%	nt	nt	nt	-9%	6%	nt	nt
COc1ccc(C(=O)N2CCCC(c3nc(-c4ccc(C)o4)no3)C2)cc1OC (configuration not stated)	-8%	-0.5%	1%	i	15%	-31%	1%	4%	-6%
COCCN(C(=O)CCc1ccc(OC)cc1)c1nnc(-c2ccncc2)s1	?	-0.9%	2%	i	-16%	-20%	-8%	-17%	-10%
CCOC(=O)C1=C(C)N=c2s/c(=C\c3ccc(OCC(=O)O)c(OC)c3)c(=O)n2C1c1ccc(OC)cc1 (configuration not stated)	1%	0.2%	23µM*	i	?	5%	-17%	1%	3%
CCCCN(C)C(=O)c1ccc2c(=O)n3nc(Nc4cc(C)ccc4C)sc3nc2c1	?	0.2%	nt	nt	nt	-29%	-9%	-27%	nt
CC(=O)c1cccc(NC(=O)C(Sc2ncnc3ccccc23)c2ccccc2)c1 (configuration not stated)	-1%	?	13%	i	-2%	-4%	3%	-23%	19%
O=C(CSc1cn(CCNC(=O)c2cccs2)c2ccccc12)NC1CCCC1	-9%	4.7%	-11%	i	-12%	-6%	-9%	?	-13%
CCC(C(=O)NC1CCCCC1)N(C(=O)c1snc(C(N)=O)c1N)c1ccc(OC)cc1OC (configuration not stated)	-5%	-0.1%	0%	i	-15%	18%	-14%	1%	-13%
C[N+]1(CCOS(=O)C23CC4CC(CC(C4)C2)C3)CCOCC1 (configuration not stated)	-5%	-0.1%	4%	i	-8%	8%	-2%	-15%	-2%
COc1ccc(NC(=O)C2Cc3c(-c4cccc(C(N)=O)c4)ccnc3O2)cn1 (configuration not stated)	8%	3.4%	nt	i	12%	1%	nt	nt	0%
CCCCC(=O)OCC(=O)Nc1ccc(C)c(F)c1	-18%	2.7%	2%	i	-25%	-7%	10%	0%	1%
CCN1C(=O)CC(NCc2ccc3c(c2)OCO3)C1=O (configuration not stated)	?	-0.9%	4%	i	0%	-2%	-12%	-4%	-10%
CCCc1ncc(CN2CCCC(C(=O)Nc3ccc(-c4cccc(OC)c4)cc3)C2)cn1 (configuration not stated)	?	0.1%	11%	i	0%	-31%	1%	-6%	?
Cc1cc(C)nc(N2CCC(CNC(=O)CCc3ccccc3)CC2)n1	-14%	-0.3%	6%	i	-1%	-4%	-3%	-22%	-13%
New compounds follow.
SMILES	TGFb SMAD3 inh	Nrf2 activator	MCF10A rereplic	S2 tox	EPAC2 antagonist	HepG2 tox	A549 viability	Nrf2 inh	ATXN2 expr inh
Cc1ccc(C)c(S(=O)(=O)N2CCC(c3nc4c(nnn4Cc4ccc(F)cc4)c(=O)[nH]3)CC2)c1	?	2.2%	24%	i	0%	2%	-11%	-4%	8%
COc1ccc(-c2ccc(=O)[nH]n2)cc1	15%	2.6%	3%	i	-2%	-8%	0%	2%	1%
COc1ccc(NS(=O)(=O)c2cc3[nH]c(=O)c(=O)[nH]c3cc2C)cc1OC	-12%	1.7%	nt	nt	nt	-1%	11%	nt	nt
CCOc1ccccc1C(=O)Nc1ccccc1O	-5%	?	0%	i	-2%	-15%	1%	?	-15%
COCCNc1nc(NCCN2CCNC2=O)c2sc(-c3ccccc3)cc2n1	-9%	4.3%	nt	i	-11%	-67%	nt	nt	-6%
CCC(C)[C@H](NC(=O)NCc1ccc(OC)c(OC)c1)C(=O)O (some centres not stated)	10%	0.3%	-1%	i	-1%	6%	-2%	-17%	nt
CC(=O)c1ccc(Nc2cnn(C34CC5CC(CC(CC(=O)O)(C5)C3)C4)c(=O)c2Cl)cc1	3%	-0.1%	3%	i	-14%	-28%	6%	?	-10%
C[C@@H]1COc2cccc(N3CCSCC3)c2S(=O)(=O)N1	nt	-1.2%	nt	i	-7%	nt	nt	nt	1%
CCOC(=O)CNC(=O)Cc1ccc(OC)cc1	19%	-0.2%	23%	i	3%	21%	1%	-3%	-7%
CN(C)/C=C/C(=O)c1ccc(S(=O)(=O)c2ccccc2)cc1	?	-0.3%	1%	i	6%	-1%	-13%	?	?
COc1ccc2c(Sc3ccccc3)c(C(=O)NCc3cccc(OC)c3OC)[nH]c2c1	-5%	3.3%	nt	i	nt	1%	-3%	9.2µM*	18%
CC(C)C(c1nnnn1CC1CCCO1)N1CCN(Cc2ccc3c(c2)OCO3)CC1 (configuration not stated)	-6%	0.0%	-3%	i	-6%	-12%	4%	nt	-1%
Cc1csc(N(C(=O)Cc2ccccc2F)c2ccccc2)n1	24%	0.0%	-6%	?	-9%	3%	0%	2%	-8%
CCOc1cccc(NC(=O)/C(C#N)=C\c2cn(CC(=O)O)c3ccccc23)c1	11%	3.6%	?	?	7%	4%	?	13%	nt
Cc1ccc(CNC(=O)C(=O)NCC2OCCN2S(=O)(=O)c2ccc(Br)cc2)cc1 (configuration not stated)	-13%	4.9%	3%	i	-5%	-4%	-4%	16µM*	-12%
O=S1(=O)C=C[C@H](COCc2ccccc2)N1	-3%	-1.4%	nt	i	5%	0%	nt	nt	7%
O=C(Cc1ccccc1[N+](=O)[O-])Nc1ccccc1C(=O)N1CCOCC1	?	0.0%	6%	i	-11%	-4%	-3%	13%	-3%
COc1ccc(-c2cc(C(=O)NCC(C)C)no2)cc1	13%	2.0%	1%	i	24%	-3%	4%	?	38%[activator]
COc1cc2c(cc1OC)C(c1ccccc1Br)NC(=O)C2 (configuration not stated)	-8%	0.6%	-1%	?	-16%	-17%	-8%	-9%	177%[activator]
O=C(C[n+]1cn(C(F)F)c2ccccc21)c1ccc(OC(F)F)cc1	-6%	3.4%	-5%	i	-3%	-2%	1%	?	8%
CCN(CC(=O)NCc1cccs1)CC(=O)Nc1cccc(S(N)(=O)=O)c1	-4%	-0.5%	7%	i	7%	11%	0%	-6%	0%
Cc1ccc(CONS(=O)(=O)c2cc(C)ccc2C)cc1	-17%	-1.4%	?	i	?	-22%	5%	-8%	-13%
CCOC(=O)c1c(C)nc2c(C#N)cnn2c1C	22%	-0.8%	-15%	i	8%	1%	0%	nt	9%
COc1cc(C2C(C(C)=O)=C(O)C(=O)N2c2ccc(C)cc2)ccc1O (configuration not stated)	-5%	-0.9%	-11%	i	14%	8%	-4%	5%	5%
COc1ccc(C(C(=O)NCC2CCCO2)N(C(=O)Cn2nnc3ccccc32)c2ccc(NC(C)=O)cc2)c(OC)c1 (configuration not stated)	13%	-1.6%	-2%	i	3%	-4%	-8%	-14%	10%
Cc1cccc(N(CC(O)CON=C2c3ccccc3-c3ccccc32)S(C)(=O)=O)c1 (configuration not stated)	?	3.0%	16µM*	i	-17%	-94%	?	18µM*	?
COC(=O)CSc1nnc(C2COc3ccccc3O2)n1-c1ccccc1 (configuration not stated)	-12%	2.7%	21µM*	i	1%	8%	-2%	10%	15%
COc1ccc(OCc2n[nH]c(=S)o2)cc1	-2%	0.1%	5%	i	14%	8%	8%	nt	1%
CC1(C)Cc2c(cnn2-c2ccc(F)cc2)C(NC(=O)C(C)(C)O)C1 (configuration not stated)	0%	-0.7%	-1%	i	-5%	4%	-4%	-7%	-6%
Cc1ccc(C(=O)C2=C(O)C(=O)N(Cc3cccnc3)C2c2ccc(N(C)C)cc2)o1 (configuration not stated)	4%	0.1%	22%	i	-1%	11%	-17%	-1%	-4%

Another view of three compounds above:
Values run as follows: TGFb SMAD3 inh | Nrf2 activator | MCF10A rereplic | S2 tox | EPAC2 antagonist | HepG2 tox | A549 viability | Nrf2 inh | ATXN2 expr inh
- CCN(CC(=O)NCc1cccs1)CC(=O)Nc1cccc(S(N)(=O)=O)c1
→ -4% | -0.5% | 7% | i | 7% | 11% | 0% | -6% | 0%
- Cc1ccc(CONS(=O)(=O)c2cc(C)ccc2C)cc1
→ -17% | -1.4% | ? | i | ? | -22% | 5% | -8% | -13%
- CCOC(=O)c1c(C)nc2c(C#N)cnn2c1C
→ 22% | -0.8% | -15% | i | 8% | 1% | 0% | nt | 9%

Quoted from the listing.
Value of Cc1ccc(CONS(=O)(=O)c2cc(C)ccc2C)cc1 in A549 viability: 5%
Value of CN(C)/C=C/C(=O)c1ccc(S(=O)(=O)c2ccccc2)cc1 in MCF10A rereplic: 1%
